TRPC4 block – inhibitors of mouse TRPC4 channel, primary screen, Fluo4 calcium, HEK293 TRPC4beta/mu-opioid cells | 300,000 tested, 0.39% active | Short transient receptor potential channel 4 (Mus musculus), Q9QUQ5 | DAMGO-evoked Fluo4 calcium flux; stronger effect = lower value | AID 2247, 2010 | B-score at 10 µM;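 active = B-score over 3 SD under the library average, no early fluorescence shift, positive overall ratio signal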
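Assay system – HEK293 line stably carrying TRPC4beta and mu-opioid receptor · Doses – single dose · Detection – Fluo4 calcium-dye fluorescence, kinetic read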
TRPC6 activator – mouse TRPC6 channel activators, primary screen, cell-based, HEK293, membrane potential dye; B-score at 10 µM; 310,000 tested, 0.13% active; Short transient receptor potential channel 6 (Mus musculus), Q61143; HEK293-TRPC6 membrane potential dye fluorescence; stronger effect = higher value;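 active = B-score of the integrated fluorescence ratio above library mean plus 3 SD, and starting fluorescence ratio within library mean plus 5 SD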;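 note: higher score means more depolarization so channel activation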
TRPC4 act – activators of mouse TRPC4 channel, primary screen, Fluo4 calcium, HEK293 TRPC4beta/mu-opioid cells | AID 2237, 2010 | Fluo4 calcium fluorescence; stronger effect = higher value | B-score at 10 µM | 310,000 tested, 0.49% active | Short transient receptor potential channel 4 (Mus musculus), Q9QUQ5;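 active = B-score above 5 SD of library B-scores, and initial fluorescence ratio not above library mean plus 5 SD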;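 note: positive B-score marks a calcium rise read as TRPC4 activation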
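Assay system – TRPC4beta and mu-opioid receptor HEK293 stable cells · Measured by – Fluo4 fluorescence, kinetic · Schedule – dye loading 45 min room temperature, 110 s kinetic read · Read-out – B-scored integrated calcium fluorescence ratio · Controls – buffer and maximal DAMGO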
RGS4 inh – RGS4 inhibitors, primary screen, cell-based, HEK293 M3R inducible RGS4, calcium flux | Regulator of G-protein signaling 4 (Homo sapiens), P49798 | Fluo-4 calcium flux; stronger effect = higher value; triggered by carbachol at its EC20 | B-score at 10 µM | 310,000 tested, 0.45% active | AID 463165, 2010;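 active = B-score, a plate-corrected calcium signal, over three deviations above library mean, with baseline fluorescence within five deviations of library mean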;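 note: RGS4 expression induced by doxycycline in cells with stable M3 receptor; B-score is computed from the integrated fluorescence ratio over baseline after carbachol; higher B-score means a larger calcium signal and so more RGS4 inhibition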
MrgX1 ag – agonists of human MrgX1 receptor, primary screen, HEK293 cells, Fluo-4 calcium flux | Mas-related G-protein coupled receptor member X1 (Homo sapiens), Q96LB2 | Fluo-4 calcium fluorescence, agonist mode; stronger effect = higher value | B-score at 10 µM | 310,000 tested, 0.44% active;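 active = calcium response B-score plate-corrected fluorescence ratio at least 3 library SD, with starting fluorescence B-score inside 5 SD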
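times = overnight plating, then 30 min 37 °C plus 30 min room-temperature dye loading | assay system = stable human MrgX1 HEK293 cell line | input = fifteen thousand cells per well | signal = kinetic calcium dye fluorescence, Fluo-4 NW | dosing = compound delivered in addition one of three | read-out = B-scored fluorescence response ratio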
MrgX1 allo act – positive allosteric modulators of MrgX1, primary screen, HEK293 cells, Fluo-4 calcium flux | 310,000 tested, 0.63% active | FDSS; stronger effect = higher value | B-score at 10 µM | Mas-related G-protein coupled receptor member X1 (Homo sapiens), Q96LB2 | AID 588675, 2011;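 active = plate-corrected calcium response at least 3 library SD above typical, normal starting fluorescence, not activating the receptor alone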;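 note: compound read alongside a low EC10 to EC30 dose of BAM8-22 agonist; peak minus trough fluorescence over baseline measured at the second addition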
ANO1 activ – TMEM16A chloride channel activators or potentiators, primary screen, cell-based, HTS. Anoctamin-1 (Mus musculus), Q8BHY3. HEK293 TMEM16A/YFP-H148Q/I152L, iodide quench fluorescence; stronger effect = lower value. B-score at 10 µM. 340,000 tested, 0.3% active. AID 623877, 2012;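 active = fluorescence-ratio B-score plate-corrected deviation score at least 3 library SD below zero, with starting fluorescence score within 5 deviations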;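 note: channel opened by trigger with iodide after compound preincubation; score built on the fluorescence ratio of max minus min over baseline; more negative score means more quench and so TMEM16A activation or potentiation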
Target sequence (Q8BHY3 whole entry, looked up): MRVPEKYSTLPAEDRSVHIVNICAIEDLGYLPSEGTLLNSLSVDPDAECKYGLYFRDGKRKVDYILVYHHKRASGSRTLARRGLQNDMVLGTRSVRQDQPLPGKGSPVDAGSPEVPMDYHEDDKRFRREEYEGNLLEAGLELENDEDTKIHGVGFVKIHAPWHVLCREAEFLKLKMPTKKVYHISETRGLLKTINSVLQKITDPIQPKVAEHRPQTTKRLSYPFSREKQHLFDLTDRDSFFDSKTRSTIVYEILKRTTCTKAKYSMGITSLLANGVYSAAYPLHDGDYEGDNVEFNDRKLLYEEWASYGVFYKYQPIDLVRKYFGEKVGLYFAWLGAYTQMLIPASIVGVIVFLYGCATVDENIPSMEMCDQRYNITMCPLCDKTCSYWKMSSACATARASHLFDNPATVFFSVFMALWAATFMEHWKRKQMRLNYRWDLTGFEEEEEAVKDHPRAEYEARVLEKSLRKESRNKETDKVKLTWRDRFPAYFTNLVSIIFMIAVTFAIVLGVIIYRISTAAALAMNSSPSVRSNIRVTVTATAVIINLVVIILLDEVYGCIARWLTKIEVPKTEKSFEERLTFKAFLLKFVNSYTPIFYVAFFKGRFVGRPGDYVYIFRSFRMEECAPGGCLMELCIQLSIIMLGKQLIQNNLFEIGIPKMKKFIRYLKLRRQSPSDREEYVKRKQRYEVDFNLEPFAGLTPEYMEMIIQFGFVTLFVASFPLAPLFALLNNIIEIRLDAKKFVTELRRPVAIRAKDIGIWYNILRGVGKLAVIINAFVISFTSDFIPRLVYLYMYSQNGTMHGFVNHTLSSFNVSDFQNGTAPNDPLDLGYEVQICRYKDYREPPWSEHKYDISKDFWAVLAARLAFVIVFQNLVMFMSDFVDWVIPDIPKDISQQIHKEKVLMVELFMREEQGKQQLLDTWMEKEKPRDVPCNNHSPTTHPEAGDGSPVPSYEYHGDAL
TMEM16A inh – TMEM16A chloride channel inhibitors, primary screen, cell-based, HTS; Anoctamin-1 (Mus musculus), Q8BHY3; HEK293 TMEM16A/YFP iodide influx fluorescence, ionomycin; normalized B-score (activity score, 25-100; higher = stronger inhibition) at 10 µM; 310,000 tested, 1.2% active; AID 588511, 2011;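 active = ratio plate-corrected score three or more library SD toward inhibition, starting fluorescence score within five deviations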;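 note: score derived from kinetic fluorescence span divided by baseline fluorescence per well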
TRPC6 inh – mouse TRPC6 channel inhibitors, primary screen, cell-based, HEK293, membrane potential dye; B-score at 10 µM; 310,000 tested, 1.1% active; AID 2553, 2010; ACh-evoked depolarization; stronger effect = lower value; Short transient receptor potential channel 6 (Mus musculus), Q61143;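 active = B-score under library mean minus 3 SD, initial fluorescence not abnormally high, positive integrated signal ratio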;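 note: B-score derived from integrated fluorescence ratio over the kinetic read; more negative B-score means stronger inhibition of depolarization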
MrgX1 antagonist – antagonists of human MrgX1 receptor, primary screen, HEK293 cells, Fluo-4 calcium flux; BAM8-22 antagonism; stronger effect = lower value; AID 588676, 2011; B-score at 10 µM; 310,000 tested, 1.3% active;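 active = calcium-response B-score plate-corrected more than 3 library SD below zero, starting fluorescence within 5 deviations, no agonist response on first addition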;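 note: peak minus trough fluorescence over baseline after final BAM8-22 challenge near maximal dose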
TRPC4 potent – positive allosteric modulators of TRPC4, primary screen, cell-based, mouse TRPC4beta, HEK293 mu-opioid, Fluo-4 calcium. 310,000 tested, 0.42% active. B-score at 10 µM. AID 2227, 2009. DAMGO EC20, Fluo-4 Ca2+ flux; stronger effect = higher value;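 active = B-score of calcium response area above 5 SD of library B-scores, with initial fluorescence ratio within 5 SD of library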;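 note: B-score of integrated fluorescence ratio over time as area under calcium response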
An asterisk follows results filed as active; i = inactive; x = not tested or not shown.

Sequence of screens: MrgX1 allo act, MrgX1 antagonist, TRPC6 activator, TRPC4 act, TRPC4 block, RGS4 inh, TMEM16A inh, TRPC6 inh, ANO1 activ, TRPC4 potent, MrgX1 ag
Cc1ccccc1OCCNc1cc(N2CCCCC2)ccc1[N+](=O)[O-]
→ i, i, i, i, i, i, i, i, i, i, i
C[C@]12C=CC(=O)C=C1CCC1C3CC[C@](O)(C(=O)CO)[C@@]3(C)CC3OC312 (stereo not given in full)
→ i, i, i, i, i, i, i, i, i, i, i
O=C(CNc1cccc2ccccc12)N/N=C/C(Br)=C/c1ccccc1
→ i, i, i, i, i, i, i, i, i, i, i
COc1cc(OC)c(OC)cc1/C=N/n1c(C)nnc1C
→ i, i, i, i, x, i, i, i, i, i, i
CCCCC(=O)Nc1ccc2c(c1)oc1ccccc12
→ i, i, i, i, i, i, i, i, i, i, i
CC1CN(CCCCOc2ccc(F)cc2)CC(C)O1 (stereo not given)
→ i, i, i, i, i, i, i, i, i, i, i
CN(c1ccccc1C(=O)Nc1ccc(F)c(Cl)c1)S(C)(=O)=O
→ i, i, i, i, i, i, i, i, i, i, i
C=CCN=Cc1sc2ccc(OCC)cc2c1O
→ i, i, i, i, i, i, i, i, x, i, i
O=C(N/N=C/c1cccnc1)c1ccc(Cl)c(Cl)c1
→ i, i, i, i, i, i, i, i, i, i, i
COc1ccc(C(=O)/C=C/c2ccccc2C(F)(F)F)cc1
→ i, i, i, i, i, i, i, i, i, i, i
CCCCOc1ccc(NC(=O)Nc2nnc(C)s2)cc1
→ i, i, i, i, i, i, i, i, i, i, i
CC(C)[C@@H](C(=O)NC1CCN(Cc2ccccc2)CC1)N1C(=O)N2CCc3c([nH]c4ccccc34)[C@@]2(C)C1=O
→ i, i, i, i, i, i, i, i, i, i, i
CCc1ccc(CN(C(=O)c2oc3ccccc3c2C)C2CCS(=O)(=O)C2)cc1 (stereo not given)
→ i, i, i, i, i, i, i, i, i, i, i
Cc1occc1-c1nnc(SCC(=O)N2CCOCC2)o1
→ i, i, i, i, i, i, i, i, i, i, i
O=S1(=O)CCC(NS(=O)(=O)c2ccc3ccccc3c2)C1 (stereo not given)
→ i, i, i, i, i, i, i, i, i, i, i
Cc1ccc2oc(-c3ccccc3)nc2c1
→ i, i, i, i, i, i, i, i, i, i, i
S=C(NCCc1ccccc1)NCc1cccs1
→ i, i, i, i, i, i, i, i, i, i, i
O=C(O)CCn1c2c(c3ccccc31)CCCC2
→ i, i, i, i, i, i, i, i, i, i, i
COC(=O)c1ccccc1-n1c(C)nc(=O)c(-c2ccccc2)c1C
→ i, i, i, i, i, i, i, i, i, i, i
O=C(Nc1ccccc1-c1ccccc1)c1cccs1
→ i, i, i, i, i, i, i, i, i, i, i

Sequence of screens: MrgX1 allo act, MrgX1 antagonist, TRPC6 activator, TRPC4 act, TRPC4 block, RGS4 inh, TMEM16A inh, TRPC6 inh, ANO1 activ, TRPC4 potent, MrgX1 ag
CCOP(=O)(OCC)/C(=C/N1CCCCC1)NC(=O)c1ccccc1
→ i, i, i, i, i, i, i, i, i, i, i
CCCNC(=O)c1cc(Cl)c(NC(=O)C2=CSCCO2)cc1OC
→ i, i, i, i, i, i, i, i, i, i, i
O=C(c1nc2ccccn2c1CNCCn1ccc2ccccc21)N1CCOCC1
→ i, i, i, i, i, i, i, i, i, i, i
COc1ccc(OC)c(NC(=O)Cc2coc3ccc(C)cc23)c1
→ i, i, i, i, i, i, i, i, i, i, i
COc1ccc(C(=O)N2CCC(CCC(=O)Nc3cccc(C)c3)CC2)cc1
→ i, i, i, i, i, i, i, i, i, i, i
COc1ccc(OC)c(NC(=O)CN(C)S(=O)(=O)c2ccc(Cl)cc2)c1
→ i, i, i, i, i, i, i, i, i, i, i
COc1cccc(CNC(=O)c2n[nH]c3ccccc23)c1
→ i, i, i, i, i, i, i, i, i, i, i
CCCCC1CCC(/C(N)=N/O)CC1 (stereo not given)
→ i, i, i, i, i, i, i, i, i, i, i
Nc1ccc(S(=O)(=O)Nc2ccnn2-c2ccccc2)cc1
→ i, i, i, i, i, i, i, i, i, i, i
COC(=O)C1=C(N)OC2=C(C(=O)CC(C)(C)C2)C1c1cccnc1 (stereo not given)
→ i, i, i, i, i, i, i, i, i, i, i
Cc1cc(C(C)(C)C)cc(C)c1N
→ i, i, i, i, i, i, i, i, i, i, i
CCOC(=O)N1CCN(C(=O)c2cn(CC)c3cc(N4CCN(C)CC4)c(F)cc3c2=O)CC1
→ i, -7.6*, i, i, i, i, i, i, x, i, i
O=C(CC(CC(=O)c1ccccc1)c1ccccc1)c1ccccc1
→ i, i, i, i, i, i, i, i, i, i, i
O=C(Nc1cc(S(=O)(=O)N2CCCCCC2)ccc1OCC(F)(F)F)C1CCC1
→ i, i, i, i, i, i, i, i, i, i, i
COc1ccc(OCCCCN2CCC(C)CC2)cc1
→ i, i, i, i, i, i, i, i, i, i, i
COc1ccccc1CN1C(=O)CCC1(C)C(=O)NC1CCCCCC1 (stereo not given)
→ i, i, i, i, i, i, i, i, i, i, i
O=C(N/N=C/c1ccccc1)c1ccc2c(c1)OCO2
→ i, i, i, i, i, i, i, i, i, i, i
COC(CNC(=O)CCc1c(C)nc2c(-c3ccccc3)c(C)nn2c1C)OC
→ i, i, i, i, i, i, i, i, i, i, i
CN(C(=O)/C=C/c1ccccc1)C1CCS(=O)(=O)C1 (stereo not given)
→ i, i, i, i, i, i, i, i, i, i, i
COC(=O)CSc1nnc(NC(=O)CCc2ccccc2)s1
→ i, i, i, i, i, i, i, i, i, i, i

Sequence of screens: MrgX1 allo act, MrgX1 antagonist, TRPC6 activator, TRPC4 act, TRPC4 block, RGS4 inh, TMEM16A inh, TRPC6 inh, ANO1 activ, TRPC4 potent, MrgX1 ag
Cc1ccc(N(C)C(=O)CC(C)S(=O)(=O)c2ccc3c(c2)NC(=O)CO3)cc1 (stereo not given)
→ i, i, i, i, i, i, i, i, i, i, i
Nc1ccc(Oc2ccc3c(c2)OCO3)cc1
→ i, i, i, i, i, i, i, i, i, i, i
CCOC(=O)c1sc(NC(=O)CSc2n[nH]c(C)n2)nc1C
→ i, i, i, i, i, i, i, i, i, i, i
Cc1nc(-c2ccc(NC(=O)c3ccccc3C)cc2)cs1
→ i, i, i, i, i, i, i, i, i, i, i
N#CNC(=Nc1ccccc1)SCc1ccc(C(=O)O)cc1
→ i, i, i, i, i, i, i, i, i, i, i
O=C(NCCN1CCCC1)C1COc2ccccc2O1 (stereo not given)
→ i, i, i, i, i, i, i, i, i, i, i
CC1(C)Cc2c(sc3ncn4nc(CCC(=O)O)c(=O)nc4c23)CO1
→ i, i, i, i, i, i, i, i, i, i, i
O=C(COC(=O)CSc1ccc2ccccc2c1)NC1CCCC1
→ i, i, i, i, i, i, i, i, i, i, i
Cc1ccc(C(=O)C2=C(O)C(=O)N(Cc3cccnc3)C2c2cccc(Oc3ccccc3)c2)o1 (stereo not given)
→ i, i, i, i, i, i, i, i, x, i, i
COc1ccc(-n2c(SCC(=O)NC3CCCCC3)nc3ccsc3c2=O)cc1
→ i, i, i, i, i, i, i, i, i, i, i
COC(=O)C1CN(C(=O)C(C)Oc2cccc(C)c2C)c2ccccc2O1 (stereo not given)
→ i, i, i, i, i, i, i, i, i, i, i
O=C1/C(=C/c2ccccc2)SC(=S)N1N1C(=O)C2CC2C1=O (stereo not given)
→ i, i, i, i, i, i, i, -8.8*, i, i, i
Cc1ccnc(SCCn2c(N3CCOCC3)nc3c2c(=O)[nH]c(=O)n3C)n1
→ i, i, i, i, i, i, i, i, i, i, i
CCC(C)c1ccc(NC(=O)CN(C)CC(=O)Nc2cccc(OC)c2)cc1 (stereo not given)
→ i, i, i, i, i, i, i, i, i, i, i
CNC(=S)N1CCN(c2nc(-c3ccc(F)cc3)cs2)CC1
→ i, i, i, i, i, i, i, i, i, i, i
COc1cc(/C=N/NC(=O)Cn2cnc3ccccc3c2=O)ccc1O
→ i, i, i, i, i, i, i, i, i, i, i
Cn1nc(CC(=O)Nc2ccc3c(c2)CCC3)c2ccccc2c1=O
→ x, x, i, i, i, i, x, i, i, i, x
O=c1c2ccccc2nc2n1C(CSc1ccc(F)cc1)CN2 (stereo not given)
→ i, i, i, i, i, i, i, i, i, i, i
CC1CCCCN1C(=O)COC(=O)CNC(=O)c1sc2ccccc2c1Cl (stereo not given)
→ i, i, i, i, i, i, i, i, i, i, i
CCCN1CCC(=O)N([C@H](CSc2ccc(Br)cc2)c2ccccc2)CC1
→ i, i, i, i, i, i, i, i, i, i, i

Sequence of screens: MrgX1 allo act, MrgX1 antagonist, TRPC6 activator, TRPC4 act, TRPC4 block, RGS4 inh, TMEM16A inh, TRPC6 inh, ANO1 activ, TRPC4 potent, MrgX1 ag
Cc1cc(NC(=O)CCN2CCN(CCO)CC2)ccc1Br
→ i, i, i, i, i, i, i, i, i, i, i
COc1cc(-c2nnc(SCC(=O)N(Cc3ccccc3)C(C)(C)C)o2)cc(OC)c1OC
→ i, i, i, i, i, i, i, i, i, i, i
CN(C(=O)c1cccc(Br)c1)C1CCS(=O)(=O)C1 (stereo not given)
→ i, -4.5*, i, i, i, i, i, i, i, i, i
CC(C)(C)n1ncc2c(=O)n(CC(=O)Nc3ccc(Cl)cc3)cnc21
→ i, i, i, i, i, i, i, i, i, i, i
Cc1nn(C)c(C)c1/C=C/C(=O)c1ccc(Cl)cc1Cl
→ i, i, i, i, i, i, i, i, i, i, i
